# Bioassay records deposited in PubChem by Sanford-Burnham Center for Chemical Genomics.
# AID2073: disruptors of CaV2.2 binding to Mint1 – biochemical, HTRF (AID 2073); inhibition, % at 20 µM, or IC50 in µM where a hit was titrated; HTRF protein-protein interaction, Mint1-CaV2.2; higher % means a stronger effect; hit rate 0.19% among 290,000; in the data active = inhibition mostly above about 51%, no sharp cut-off; inconclusive = no clear call, values can overlap the other calls; inactive = mostly below about 53%; note: some results filed as inactive read as strong as hits
# HIV fusion peptide: inhibitors of HIV fusion peptide binding, primary screen, biochemical, uHTS, fluorescence dequenching (AID 1986). cell-free peptide binding, fluorescence dequenching, 30 min; higher % means a stronger effect. inhibition, % at 20 µM; hits with a dose series show IC50 in µM. hit rate 0.3% among 290,000; in the data active = inhibition mostly above about 52%, no sharp cut-off; inactive = mostly below about 76%; note: some results filed as inactive read as strong as hits
# An asterisk follows results filed as active; ? = inconclusive. This is a subset; rates above refer to the full screens.
SMILES,AID2073,HIV fusion peptide
CCc1ccc2nc(N(CCN(C)C)C(=O)c3ccc4ccccc4c3)sc2c1,9.5%,-1.3%
Cc1nnc(SCC(=O)Nc2cc(S(C)(=O)=O)ccc2Cl)n1Cc1ccccc1,11.6%,-0.7%
CC(=O)Nc1cc2nc(C)n(Cc3ccccc3)c2nc1C,22.2%,0.6%
COc1ccccc1CC(NC(C)=O)C(=O)NC1CCN(S(=O)(=O)c2ccc(NC(C)=O)cc2)CC1 (centres undefined),0.7%,0.8%
CS(=O)(=O)N(CC(=O)NCCSCc1cccc(Cl)c1)c1ccccc1F,0.5%,-0.5%
Cc1ccc(CNC(=O)c2ccc(CS(=O)(=O)c3ccccc3C)o2)cc1,-1.6%,2.1%
CC(=O)c1c(C)oc2ccc(N(C(C)=O)S(=O)(=O)c3ccc(Br)cc3)cc12,14.8%,2.3%
CN(C)C(=O)CSc1ncccc1-c1nc2ccccc2[nH]1,-2.9%,-0.9%
Cc1ccc(Sc2ccc(C(=O)N3CCOCC3)cc2[N+](=O)[O-])cc1,17.8%,-1.8%
O=C(Nc1ccncc1)OCc1ccccc1,-5.8%,0.9%
Cc1ccc(S(=O)(=O)N2CCN(C(=O)CCn3nc(C)c(C)c3C)CC2)cc1,4.1%,1.2%
Cc1cc(NC(=O)C(C)SCC(=O)Nc2ccc(SC(F)F)cc2)no1 (centres undefined),-0.3%,4.0%
COC(=O)c1c(NC(=O)c2ccco2)sc2c1CC(C)(C)NC2(C)C,1.7%,0.0%
CC(CCN1C(Nc2ccccc2)=NC[C@@H]1C)c1ccccc1 (some centres undefined),-6.9%,0.4%
Cc1cccc(CNC(=O)Cn2ccc3cc(S(=O)(=O)N4CCCCCC4)ccc32)c1,4.5%,0.1%
Nc1cccc(NC(=O)c2ccco2)c1,-2.0%,0.4%
Cc1ccc(NC(=O)CN(C)S(=O)(=O)c2cnc[nH]2)c(C)c1,3.4%,-1.7%
Cn1cnc2c1c(=O)[nH]c(=O)n2Cc1ccccc1,10.2%,1.1%
CCc1noc(C)c1C(=O)Nc1ccccc1C(C)(C)C,5.7%,-3.9%
CCCCN(C)CC(O)Cn1cc(/C=C/C(=O)c2ccc(OCC)cc2)c2ccccc21 (centres undefined),14.9%,12.9%
CCC(C)n1c(=O)c2sccc2n2c(CCCC(=O)N3CCC(C(N)=O)CC3)nnc12 (centres undefined),16.4%,-1.7%
COc1ccc(-c2cc(C)no2)cc1S(=O)(=O)N1CCN(c2ccc([N+](=O)[O-])cc2)CC1,12.2%,-2.6%
Cn1ncc(Cl)c1C(=O)Nc1ccc2c(c1)CCC2,-2.5%,2.1%
CC(=O)c1c(C)[nH]c(C(=O)OCc2ccc([N+](=O)[O-])cc2)c1C,20.6%,-0.8%
Cn1c(SCC(=O)NCC2CCCO2)nc2c(c1=O)SCC2 (centres undefined),7.4%,2.7%
Cc1cc(Cl)c2oc(C(=O)N(C)CC3CCOCC3)c(C)c2c1,-7.9%,-1.2%
CCOc1ccc(C(=O)Nc2cccc3cccnc23)cc1,4.5%,0.5%
CCN1CCN(c2nc(NCCO)c3ccccc3n2)CC1,5.9%,0.7%
Cc1ccc(-c2ccc(C#N)c(=O)n2CC(=O)N(C)C)cc1,12.2%,-0.7%
COc1cccc(C(C(=O)NC2CCCC2)N(Cc2cccnc2)C(=O)Cc2cccs2)c1 (centres undefined),18.9%,0.0%
CC(NC(=O)c1ccc2c(c1)S(=O)(=O)N=C1CCCCCN12)c1ccc(S(N)(=O)=O)cc1 (centres undefined),10.3%,0.0%
Cc1ccc(C)c(S(=O)(=O)N2CCN(C(=O)CCNS(=O)(=O)c3ccccc3)CC2)c1,2.5%,1.5%
CCN(Cc1cccc(OC)c1)CC1CCCN(CCc2cccc(OC)c2)C1 (centres undefined),-1.4%,-1.0%
Nc1ccc(C(=O)Nc2cccc3ncccc23)cc1,4.4%,-0.8%
COc1ccccc1/C=N/NC(=O)c1cccc(NC(=O)c2ccccc2C)c1,7.8%,-0.9%
Cc1ccc(-n2nc(C(=O)O)c(C)c(C#N)c2=O)cc1Cl,26.2%,0.2%
Cc1c(Cl)cccc1NC(=O)C1CCCN(S(C)(=O)=O)C1 (centres undefined),14.2%,-1.4%
CN(C)CCCN(C(=O)COc1ccccc1)c1nc2cc3c(cc2s1)OCO3,1.5%,-2.9%
COc1cc(CSc2nc(-c3ccccc3)cc(=O)[nH]2)cc(OC)c1,9.6%,-0.6%
COc1cccc(OCCCn2ccnc2)c1,12.4%,-0.5%

# 6 entries drawn at random from those above, as already listed:
SMILES,AID2073,HIV fusion peptide
Cc1ccc(C)c(S(=O)(=O)N2CCN(C(=O)CCNS(=O)(=O)c3ccccc3)CC2)c1,2.5%,1.5%
CCC(C)n1c(=O)c2sccc2n2c(CCCC(=O)N3CCC(C(N)=O)CC3)nnc12 (centres undefined),16.4%,-1.7%
COc1ccccc1/C=N/NC(=O)c1cccc(NC(=O)c2ccccc2C)c1,7.8%,-0.9%
COc1ccc(-c2cc(C)no2)cc1S(=O)(=O)N1CCN(c2ccc([N+](=O)[O-])cc2)CC1,12.2%,-2.6%
Cn1c(SCC(=O)NCC2CCCO2)nc2c(c1=O)SCC2 (centres undefined),7.4%,2.7%
CCOc1ccc(C(=O)Nc2cccc3cccnc23)cc1,4.5%,0.5%

# One compound at a time, from the list above. Values in the order: AID2073 | HIV fusion peptide
# `Cn1c(SCC(=O)NCC2CCCO2)nc2c(c1=O)SCC2` (centres undefined) is entered as 7.4% | 2.7%
# `COc1cc(CSc2nc(-c3ccccc3)cc(=O)[nH]2)cc(OC)c1` is entered as 9.6% | -0.6%
# `Cc1ccc(-n2nc(C(=O)O)c(C)c(C#N)c2=O)cc1Cl` is entered as 26.2% | 0.2%

# Arranged by number of heavy atoms (falling): four of the compounds above.
SMILES,AID2073,HIV fusion peptide
COc1ccccc1CC(NC(C)=O)C(=O)NC1CCN(S(=O)(=O)c2ccc(NC(C)=O)cc2)CC1 (centres undefined),0.7%,0.8%
CCCCN(C)CC(O)Cn1cc(/C=C/C(=O)c2ccc(OCC)cc2)c2ccccc21 (centres undefined),14.9%,12.9%
COc1ccccc1/C=N/NC(=O)c1cccc(NC(=O)c2ccccc2C)c1,7.8%,-0.9%
Cc1cc(Cl)c2oc(C(=O)N(C)CC3CCOCC3)c(C)c2c1,-7.9%,-1.2%

# The list goes on.
SMILES,AID2073,HIV fusion peptide
COc1ccc(CNC(=O)CN(C(=O)c2csnn2)c2cccc(F)c2)cc1,6.0%,3.2%
COc1ccc(N2CCN(C(=O)CSc3nc4ccccc4c(=O)[nH]3)CC2)cc1,1.8%,2.3%
Cc1c(C(=O)NC2CCN(Cc3ccccc3)C2)oc2ccc(Br)cc12 (centres undefined),-2.9%,0.9%
Cc1cc(OCC(=O)Nc2ccc(CN3CCOCC3)cc2)c2c(C)cc(=O)oc2c1,?,0.4%
O=C(N/N=C/c1ccco1)c1ccc(NC(=O)C2CCCCC2)cc1,23.7%,-0.3%
COc1ccc(C(CNC(=O)c2ccc(NS(=O)(=O)c3ccc(F)cc3)cc2)N2CCOCC2)cc1 (centres undefined),2.5%,3.0%
COCCn1nnnc1CN1CCN(C(=O)c2ccco2)CC1,0.6%,-1.3%
O=C(CCS(=O)(=O)c1ccccc1)NC1CCCCC1,8.7%,-1.3%
CCc1cccc(NC(=O)CNC(=O)N2CC(=O)Nc3ccccc32)c1,5.0%,2.5%
COc1ccc(N(CC(=O)N/N=C/c2cccnc2)S(=O)(=O)c2ccc(C)cc2)cc1OC,3.1%,-0.7%
COc1ccc(CNC(=O)CSc2nnc3c(n2)[nH]c2ccccc23)cc1,5.9%,1.3%
COc1ccccc1CNC(=O)c1ccc2nc(N3CCOCC3)sc2c1,8.7%,0.3%
O=C(NC1CCN(S(=O)(=O)c2cccc(F)c2)CC1)c1ccc(F)cc1,13.4%,-1.1%
O=C(c1ccco1)N1CCN(C(=O)c2cc(-c3ccccc3F)no2)CC1,10.5%,2.6%
CCOC(=O)c1csc(NC(=O)c2ccc3c(c2)OCCO3)n1,15.3%,-0.4%
CC1(C)CC(=O)C2=C(C1)Nc1ccccc1NC2c1cccc(F)c1 (centres undefined),12.5%,-0.1%
CCCC(=O)N1CCN(c2nnc(-c3ccccc3)c3ccccc23)CC1,-0.1%,-0.2%
COc1ccc(C)cc1NS(=O)(=O)c1ccc(-c2cnc(C3CC3)o2)cc1,-3.3%,-2.3%
CS(=O)(=O)N1c2cccc3cccc(c23)S1(=O)=O,9.0%,-0.5%
COc1ccc(C(=O)COc2ccc3c(C)cc(=O)oc3c2)cc1,8.5%,1.4%
CC(C)c1csc(CN2CCC(n3nccc3NC(=O)Cc3ccccc3)CC2)n1,-2.3%,0.3%
CCC1Oc2ccc(C)cc2N(CC(=O)NCCCN2CCCC2)C1=O (centres undefined),-9.3%,1.5%
Cc1ccc(S(=O)(=O)NCC(=O)N2CCCC2C(=O)O)cc1 (centres undefined),29.8%,0.2%
Cc1cc(NC(=O)CCN2CCN(C)CC2)ccc1Br,5.7%,-1.4%
COc1ccc(CNC(=O)C(OC(=O)c2cccs2)C(C)C)cc1 (centres undefined),24.1%,0.6%
COC(=O)c1ccccc1NS(=O)(=O)c1c(C)noc1C,6.8%,-1.3%
Cc1ccc2c(c1)sc(-c1ccc(N(C)C)cc1)[n+]2C,-29.4%,-2.2%
CC(=O)Cn1cnc2c(cnn2-c2ccccc2)c1=O,-6.2%,0.3%
O=C(CC(CC(=O)c1ccc(Cl)cc1)c1ccccc1C(=O)O)c1ccc(Cl)cc1,0.6%,10.5%
O=C(Nc1cccc(F)c1)c1ccc2c(c1)OCCO2,3.6%,-0.8%
Cc1ccc(NC(=O)Cn2nnc(C(=O)NCc3ccc4c(c3)OCO4)c2N)cc1,9.7%,2.1%
Cc1ccccc1C(=O)NC1CCCCCCC1,-3.4%,0.5%
COCCN(C(=O)CCC(=O)Nc1cc(C)on1)C(C(=O)NC(C)(C)C)c1ccc(OC)cc1 (centres undefined),2.2%,-0.6%
COc1ccc(/C(C)=N/NC(=O)c2nnn(-c3nonc3N)c2-c2cccs2)cc1OC,29.3%,3.9%
C=CCc1ccc(OCCn2cncn2)c(OC)c1,13.9%,0.9%
COc1cccc(OCC(O)CNC(=O)c2oc3c(C)c(C)ccc3c2C)c1 (centres undefined),7.3%,-0.4%
CCOc1ccc(-n2c(-c3ccccc3)c[nH]c2=S)cc1,-7.7%,-0.7%
O=C(O)CCn1c(-c2ccccn2)nc2ccccc21,2.4%,2.1%
O=C(Nc1ccc(C(=O)O)cc1)/C(=C\C=C\c1ccccc1)NC(=O)c1ccccc1Br,21.4%,12.4%
COc1ccc(C)cc1NC(=O)CCS(=O)(=O)c1cc2c(cc1Cl)NC(=O)CO2,5.5%,-0.3%
COc1ccccc1C(=O)N1CCN(Cc2c[nH]c3ccccc23)CC1,-3.6%,0.7%
COc1ccc(C2=NS(=O)(=O)N(C)C(C(=O)Nc3ccc(C)cc3)=C2)cc1,9.9%,-2.2%
CC1(C)Cc2c(sc(NC(=O)COc3ccc(Cl)cc3Cl)c2C(N)=O)C(C)(C)N1,-6.0%,1.0%
O=C(NC(=S)NCc1cccnc1)c1ccccc1F,11.3%,-1.8%
Cc1ccc(-n2ncc3c2CC(C)(C)CC3NC(=O)CCc2cnn(C)c2)cc1 (centres undefined),1.9%,2.8%
CC(=O)c1ccc(C(=O)Nc2sc3c(c2C(N)=O)CCN(Cc2ccccc2)C3)cc1,13.8%,142.1%
CCCCOc1cccc(C(=O)Nc2ccc(NC(=O)c3cccs3)cc2)c1,26.4%,0.8%
Cc1cc(C)c2nc(N3CCC(C(=O)NCCN4CCOCC4)CC3)sc2c1,16.8%,-0.4%
CCN(c1ccc(OC)cc1)S(=O)(=O)N1CCCC(C(=O)NCc2ccccc2Br)C1 (centres undefined),8.9%,2.9%

# Given field by field: 2 of the compounds above.
> Nc1ccc(C(=O)Nc2cccc3ncccc23)cc1
  AID2073: 4.4%	HIV fusion peptide: -0.8%

> COc1ccccc1/C=N/NC(=O)c1cccc(NC(=O)c2ccccc2C)c1
  AID2073: 7.8%	HIV fusion peptide: -0.9%
